# Screens from PubChem BioAssay.
# CAL PDZ FP-1: human CAL PDZ-peptide interaction inhibition. Q9HD26. purified CAL PDZ, TMR-peptide fluorescence polarization, 1 h. inhibition, % at 20 µM. 330,000 tested, 0.02% active. AID 504414;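 active = highest replicate inhibition of at least 40%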;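 note: plate controls were DMSO neutral control wells for no effect and unlabeled competitor peptide control wells for full effect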
#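 Test system: purified CerCALP PDZ construct; Compound dosing: one concentration, 20 µM compound; Also added: TMR-labelled reporter peptide T*-PRC34 bound in PDZ groove; Read-out: inhibition from polarization loss; Controls: unlabelled peptide and DMSO controls; Signal: FP readout, S and P plane fluorescence; Incubation: 1 h at RT.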
# CAL PDZ FP-2: blocks peptide binding to the human CAL PDZ domain. 300,000 tested, 0.92% active. purified CAL PDZ, TMR-peptide fluorescence polarization, 1 h. inhibition, % at 24.9 µM. AID 602252;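 active = mean inhibition of at least 30% with at least half of replicates also reaching 30%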;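 note: 0% = DMSO neutral control and 100% = excess unlabeled competitor peptide PRC23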
# DAGLB inhibitor: blocks human DAGLB lipase activity; AID 504411; Q8NCG7; 340,000 tested, 0.059% active; inhibition, % at 5.17 µM; HEK293T DAGLB membrane lysate, EnzChek fluorogenic substrate; in the data active = inhibition above about 34%;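 note: 0% = enzyme with vehicle and 100% = wells lacking enzyme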
# LANA DNA inh: KSHV C-LANA DNA binding inhibition; MBP-C-LANA/FAM-LBS DNA binding, fluorescence polarization; inhibition, % at 9 µM; 340,000 tested, 0.078% active; AID 504423;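 active = highest replicate inhibition at or above 60% at 9 µM, even if other replicates fall short; inactive = all replicates below 60% inhibition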;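 note: 0% = neutral control wells and 100% = 4 µM acridine orange control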
# Pemphigus Ab inh: human desmoglein-3 autoantibody binding inhibition; P32926; DSG3-coupled beads, scFv-anti-DSG3-GFP binding, flow cytometry; stronger effect = lower value; binding (percent of control), % at 10 µM; 310,000 tested, 0.48% active;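 active = binding more than 3 SD below its plate's average and above zero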;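 note: hits lower antibody fragment binding to DSG3; some compounds called inactive have numbers as strong as hits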
# NSD2 HMT inh: inhibitors of human histone methyltransferase NSD2; NSD2 peptide methylation, AlphaScreen, 120 min; 310,000 tested, 0.54% active; O96028; AID 743445; inhibition, % at 12.5 µM; in the data active = inhibition above about 50%
# Keap1 Nrf2 FP: Keap1-Nrf2 (human) interaction inhibition. Q14145. Keap1 Kelch-Nrf2 peptide fluorescence polarization, 1536-well. inhibition, % at 9.4 µM. 340,000 tested, 0.15% active; in the data active = inhibition above about 12%;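 note: human Keap1 Kelch domain with fluorescein labeled Nrf2 9mer peptide probe; 0% = neutral control wells and 100% = peptide positive control; higher means more block of Keap1 binding to Nrf2 peptide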
# Target sequence (Q14145 whole entry, looked up, the tested form may be a part): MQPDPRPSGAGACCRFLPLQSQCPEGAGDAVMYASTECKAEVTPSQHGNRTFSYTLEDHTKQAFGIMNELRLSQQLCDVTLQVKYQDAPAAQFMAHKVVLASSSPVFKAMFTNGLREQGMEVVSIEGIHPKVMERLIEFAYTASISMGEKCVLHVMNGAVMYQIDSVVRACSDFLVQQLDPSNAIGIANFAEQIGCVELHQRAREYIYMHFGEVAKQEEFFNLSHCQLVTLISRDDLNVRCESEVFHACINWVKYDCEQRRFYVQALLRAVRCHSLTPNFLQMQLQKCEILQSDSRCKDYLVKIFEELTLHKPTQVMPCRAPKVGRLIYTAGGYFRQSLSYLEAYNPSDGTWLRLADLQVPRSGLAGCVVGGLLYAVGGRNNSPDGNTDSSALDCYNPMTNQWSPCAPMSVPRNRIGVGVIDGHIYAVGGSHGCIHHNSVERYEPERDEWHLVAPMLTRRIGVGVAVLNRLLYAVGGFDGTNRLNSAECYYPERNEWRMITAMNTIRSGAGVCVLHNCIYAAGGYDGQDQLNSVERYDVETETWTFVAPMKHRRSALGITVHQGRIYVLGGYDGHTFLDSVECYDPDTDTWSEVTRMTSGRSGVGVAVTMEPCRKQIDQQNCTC
# Arr AP2 block: human beta-arrestin and AP2 interaction inhibition; FITC-arrestin peptide / GST-AP2 beads, flow cytometry; AP2 beta2 appendage carries R879A mutation; inhibition, % at 10 µM; 340,000 tested, 0.31% active; AID 504490;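 active = inhibition above a set limit, near 3 SD of compounds lacking own fluorescence, cut at about 54% in these data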;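 note: plate controls were DMSO wells for no effect and 5 µM unlabelled arrestin peptide for full effect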
#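 system = GST-tagged AP2 beta2-adaptin appendage (R879A) on 4 µm glutathione beads | reagent = FITC-labelled arrestin peptide probe, 50 nM final | schedule = compound with beads 12 min RT, then probe 1 h RT | signal = HyperCyt-sampled flow cytometry, FL1 channel, ex 488/em 535 nm | read-out = percent response from loss of bead-bound FITC fluorescence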
# V-ATPase pH: alters yeast V-ATPase proton transport; 350,000 tested, 0.37% active; response, % at 10 µM; S. cerevisiae, pHLuorin cytosolic pH fluorescence; AID 504577; in the data active = response mostly above about 7.3%, no sharp cut-off; inactive = mostly below about 5.4%; note: actives read high; inactives centre near 0; some compounds called inactive have numbers as strong as hits
# RTF Ca sens inh: cardiac RTF calcium desensitization; inhibition, % at 7.15 µM; 340,000 tested, 0.12% active; IANBD-labeled cardiac RTF, Ca2+ fluorescence; P19429+P45379;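 active = inhibition above the mean inhibition of all tested compounds plus 3 SD, cut at about 17% in these data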;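 note: assay run at fixed EC70 calcium of 1.6 mM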
# Active calls of the source: *; nt = no result given. Only part of the results is shown; the hit share may differ from the screen's.
SMILES,CAL PDZ FP-1,CAL PDZ FP-2,DAGLB inhibitor,LANA DNA inh,Pemphigus Ab inh,NSD2 HMT inh,Keap1 Nrf2 FP,Arr AP2 block,V-ATPase pH,RTF Ca sens inh
CC(C)CCNc1nc(N2CCCC2)c2c(c1C#N)CCN(C)C2,-1.9,8,1,1.2,103,46,4,-8,3,-9
Cc1ccc(-c2nc(CS(=O)CC(=O)NC3CCCC3)c(C)o2)cc1 (configuration not stated),-0.1,-2,1,0.4,92,nt,3,-6,-2,-13
CCOC(=O)C1=C(Cn2cnc3ccccc32)NC(=O)NC1c1cc(C)ccc1C (configuration not stated),-3.2,-5,3,0.9,120,2,-7,-13,0,-8
C#CCOc1ccc(C2C3=C(CC(C)(C)CC3=O)N(CC(=O)O)C3=C2C(=O)CC(C)(C)C3)cc1OC,-0.3,nt,0,0.6,96,4,5,4,0,-2
COC(=O)c1ccc(CN2CCC(n3nccc3NC(=O)C3CC3)CC2)cc1,-0.5,-2,1,0.8,104,9,4,-6,-2,-5
CCC1(C)COC(c2ccc(OC)c(OC)c2)OC1 (configuration not stated),0.2,-2,2,-3.7,118,1,3,5,0,-1
COc1ccc(Cn2nnnc2C(c2ccccc2OC)N2CCC(C(N)=O)CC2)cc1 (configuration not stated),-0.6,-20,-2,0.1,98,-1,2,29,-2,-1
CCCCn1nc2cc(C(=O)NCCc3ccc(C)cc3)ccc2c1OCC,-0.4,1,-1,-1.0,nt,nt,-1,-4,-3,-5
COC(=O)c1sc(NC(=O)/C=C/c2ccc(C)cc2)nc1C,-0.9,-4,1,-1.7,101,-2,4,5,-2,-5
O=C(O)c1ccc(-n2cccc2)cc1O,0.0,nt,0,0.6,105,1,0,0,-1,-5
COc1cccc(C2C(C(=O)/C=C/c3ccco3)=C(O)C(=O)N2CCN2CCOCC2)c1 (configuration not stated),-0.1,-2,-2,1.9,103,2,-10,7,-1,-5
COc1ccccc1CC(=O)N1CCCc2cc(C)ccc21,-1.5,-2,-2,3.1,118,1,-7,2,-1,-2
Cn1c(Cc2ccccc2)nnc1SCC(=O)Nc1ccccc1,0.0,1,-2,0.3,111,1,0,0,2,-6
CCCCC(=O)OCC(=O)Nc1ccc(SC(F)F)cc1,0.9,nt,-4,0.0,108,-5,-4,-1,3,2
COC(=O)CCC/C=C1\SC[C@@H](NC(=O)c2ccccc2)C1NC(C)=O (some centres not stated),-2.5,-6,-2,0.5,106,-1,3,8,nt,3
Cc1ccccc1C(=O)NCC(C)NC(=O)c1ccccc1C (configuration not stated),-1.0,-4,0,-0.2,113,-2,-3,4,-4,-1
Cc1ccc(C(=O)C(SC(C)(C)C)n2cncn2)cc1 (configuration not stated),0.4,-4,-2,-1.9,95,0,-6,4,1,-13
COc1cc(Br)cc2cc(C(=O)N3CCN(c4ccccn4)CC3)c(=O)oc12,-1.6,nt,2,-0.7,95,1,4,0,-1,-6
COC(=O)c1ccc(CSc2nc3ccccc3c(=O)n2Cc2ccco2)o1,-0.9,-1,-9,1.6,102,nt,-4,11,-2,1
O=C(c1oc(=O)c2ccccc2c1-c1ccccc1)N1CCN(C2CCCCC2)CC1,-0.5,nt,-1,0.8,108,nt,-2,0,0,0
O=C(c1cccc(C(F)(F)F)c1)C1CCCN(C(=O)CCCn2cncn2)C1 (configuration not stated),-1.7,-6,1,-2.5,101,5,2,6,6,7
O=C(CSc1nnc2ccccn12)Nc1ccccc1C(=O)NC1CC1,0.3,16,-1,0.9,nt,-1,-6,-3,0,-23
COc1ccc(NC(=O)COC(=O)/C=C/c2ccccc2[N+](=O)[O-])cc1OC,0.1,5,3,-0.9,103,3,0,20,3,0
CC1CCCC(NC(=O)C2CCN(S(=O)(=O)N3CCC4(CC3)OCCO4)CC2)C1C (configuration not stated),-1.9,0,0,0.5,100,-1,-1,4,-4,-13
CCOC(=O)c1c(S(=O)(=O)N(C)C2CCCCC2)c(C)n(C)c1C,-1.8,-5,-3,0.2,nt,8,0,20,3,0
COc1cc(C(=O)c2cocc2C(=O)c2ccc3c(c2)OCO3)cc(OC)c1OC,-0.9,6,-2,-2.1,96,25,-5,5,0,-5
Cc1ccc(OCC(=O)Nc2cc(S(=O)(=O)N3CCOCC3)ccc2Cl)c([N+](=O)[O-])n1,0.9,-2,4,0.6,99,0,9,13,1,-8
Cc1ccccc1CSc1nnc(Cn2c(=O)sc3ccccc32)n1C,0.0,0,1,0.1,108,nt,-5,0,2,-7
CC(C)Sc1nc2ccccc2n2cnnc12,-0.7,-6,1,3.5,113,-1,-2,19,0,-6
CC(C)(C)c1ccc(C(=O)N/C(=C/c2cccs2)C(=O)NCc2ccco2)cc1,-1.7,-1,4,2.5,95,3,0,1,0,-16
COc1cc2c(cc1OC)C(c1ccccc1)N(C(=O)CSCC(=O)O)CC2 (configuration not stated),-1.3,-2,0,-1.5,102,1,0,-2,-2,0
CC1CCCC(NC(=O)COC(=O)/C=C/c2ccc([N+](=O)[O-])cc2)C1C (configuration not stated),-0.4,-3,0,0.2,nt,-1,-4,nt,-2,-1
O=C(c1ccsc1)N1CCCC(N2CCN(c3cccc(Cl)c3)CC2)C1 (configuration not stated),-1.6,-7,1,-0.7,nt,0,-4,22,0,-6
O=S(=O)(Nc1ncn[nH]1)c1ccc(Cl)cc1,-2.3,-1,-3,0.7,124,-3,2,1,-2,-8
COc1ccc(NS(=O)(=O)c2cccc(C(=O)NNC(=O)c3ccc(O)c(Cl)c3)c2)cc1,-0.7,nt,2,0.3,100,6,-3,23,0,-4
COCC(C)NC(=O)COc1nncc2ccccc12 (configuration not stated),-0.1,3,1,-0.3,116,-5,1,-13,4,-1

# 3 successive records out of the list so far, for reference:
SMILES,CAL PDZ FP-1,CAL PDZ FP-2,DAGLB inhibitor,LANA DNA inh,Pemphigus Ab inh,NSD2 HMT inh,Keap1 Nrf2 FP,Arr AP2 block,V-ATPase pH,RTF Ca sens inh
COc1cc2c(cc1OC)C(c1ccccc1)N(C(=O)CSCC(=O)O)CC2 (configuration not stated),-1.3,-2,0,-1.5,102,1,0,-2,-2,0
CC1CCCC(NC(=O)COC(=O)/C=C/c2ccc([N+](=O)[O-])cc2)C1C (configuration not stated),-0.4,-3,0,0.2,nt,-1,-4,nt,-2,-1
O=C(c1ccsc1)N1CCCC(N2CCN(c3cccc(Cl)c3)CC2)C1 (configuration not stated),-1.6,-7,1,-0.7,nt,0,-4,22,0,-6

# (further entries)
SMILES,CAL PDZ FP-1,CAL PDZ FP-2,DAGLB inhibitor,LANA DNA inh,Pemphigus Ab inh,NSD2 HMT inh,Keap1 Nrf2 FP,Arr AP2 block,V-ATPase pH,RTF Ca sens inh
C/C(Cn1nc([N+](=O)[O-])cc1C)=N\NC(=O)COc1c(Cl)cc(Cl)cc1Cl,-0.3,-6,-2,1.7,93,-2,1,-2,0,-17
c1ccc(CCN2CN=C(Nc3nc4ccccc4s3)NC2)cc1,0.5,-3,-7,0.5,nt,64*,1,-7,-5,-1
COc1cccc(C(=O)NCCS(=O)(=O)N2CCOCC2)c1,-1.4,-11,1,0.2,124,-2,-7,0,5,-9
Cn1c(CCNC(=O)c2ccco2)nc2ccccc21,-0.6,-1,2,-1.5,104,3,-3,-3,-4,-12
COc1ccc(C(=O)CSc2nnc(Cc3ccccc3)o2)cc1,-0.9,-1,-2,-0.6,102,nt,-3,-1,1,-10
COCCN(C(=O)CSc1nnc(Nc2ccc(C)cc2)s1)c1c(N)n(CC(C)C)c(=O)[nH]c1=O,0.3,-4,3,-0.3,110,-1,1,11,-1,-5
N#Cc1c(NC(=O)CN2CCN(S(=O)(=O)c3ccc4c(c3)OCCO4)CC2)sc2c1CCC2,-1.2,-5,-1,1.1,101,0,-5,4,-2,-7
CC(C)(C)c1ccc(C(CC(=O)O)NC(=O)CCCc2ccccc2)cc1 (configuration not stated),0.1,-2,5,1.9,103,4,4,14,0,-5
COc1ccc(-c2[nH]ncc2CN(C)Cc2c(C)n[nH]c2C)c(OC)c1,-2.6,6,0,-0.9,56,1,-1,7,3,6
COc1ccc(CN(C)CC2CCCN(CCc3ccc(F)cc3)C2)c(OC)c1OC (configuration not stated),-4.1,-2,-3,-0.8,115,6,-6,13,-2,-6
CCc1nc(N2CCC3(CC2)OCCO3)c2nnn(Cc3ccccc3Cl)c2n1,0.0,-6,-5,0.8,105,-7,-2,54,0,5
COc1ccc(C(=O)CNc2ccccc2CO)cc1,-1.0,0,-1,-0.5,101,-1,3,0,2,-12
C=CCn1c(=O)c2ccc(C(=O)NCc3ccccc3)cc2n(Cc2cccc(Cl)c2)c1=O,-0.6,nt,-3,-2.1,100,nt,-3,9,7,-6
CCCN[C@H]1CCc2nc(N)sc2C1,0.2,-1,1,-0.5,125,nt,-6,4,-3,4
COc1cccc2cc(C(=O)Oc3ccc(NC(C)=O)cc3)c(=O)oc12,-0.9,-1,-3,3.6,93,18,2,3,1,-5
Cc1nnc(SCC(=O)Nc2ccccc2F)n(N)c1=O,-2.3,0,0,-0.2,104,-2,-1,22,-2,-3
COc1ccccc1NC(=O)C(C)OC(=O)Cc1n[nH]c(=O)c2ccccc12 (configuration not stated),-0.5,6,1,-0.4,99,-1,3,36,16*,-3
CC(=O)Oc1c(C)cc(Cl)cc1C(=O)Nc1ccc([N+](=O)[O-])cc1Cl,-1.6,-1,3,-0.6,91,-2,1,nt,1,3
Cc1ccc(C(=O)NNC(=O)CCN2C(=O)C3CCCCC3C2=O)cc1 (configuration not stated),-0.5,0,1,-1.1,95,-2,5,4,-2,-3
O=C(/C=C/c1ccc(OC(F)F)cc1)OCC(=O)N1CCN(C(=O)c2ccco2)CC1,-1.6,-2,0,0.0,97,0,-7,-10,-1,-22
COc1cccc(C=O)c1OCCN1C(=O)c2ccccc2C1=O,-0.4,0,-1,0.6,100,0,-3,7,3,-6
Cc1ccnc(NS(=O)(=O)c2ccccc2)n1,-1.5,1,1,1.7,100,0,1,18,1,-7
CCC(Cc1ccccc1)NC(=O)C1CC1 (configuration not stated),0.3,1,0,-0.5,119,-1,-4,34,2,-9
Cc1cccc(C2NS(=O)(=O)N=C2N)c1 (configuration not stated),-2.1,-3,-1,-0.2,96,-2,2,26,7,-1
O=C1S/C(=C\c2ccc(O)c([N+](=O)[O-])c2)C(=O)N1Cc1cccc([N+](=O)[O-])c1,0.0,3,nt,-0.8,100,6,5,-1,-2,nt
CC(=O)c1c(C)[nH]c(C(=O)NCc2ccccc2F)c1C,-1.8,nt,-1,-1.2,119,-2,1,1,2,-6
CN(C(=O)c1cccc(NC(=O)Cc2cccc(NC(=O)C3CCN(C(=O)C4CCCCC4)CC3)c2)c1)C1CCC1,-0.6,-1,-2,0.2,105,nt,0,12,1,-2
